TEAD-YAP block: TEAD-YAP interaction inhibition; HEK-TIYL cells, TEAD-Gal4/YAP UAS-luciferase luminescence; inhibition, % at 9.12 µM; AID 1259422; actives 1.4% (n = 640,000); in the data active means inhibition above about 32%;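 further: 0% = median of test compound wells and 100% = reference inhibitor wells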
GPR151 ag: human GPR151 activation; Q8TDV0; PathHunter beta-arrestin GPR151 cells, luminescence; activation, % at 11.2 µM; actives 1% (n = 650,000); AID 1508602; in the data active means activation above about 4.9%;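 further: 0% = median of compound wells and 100% = cells with positive control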
MITF primary: blocks human microphthalmia-associated transcription factor; O75030; AlphaScreen MITF homodimerization, bead proximity signal; inhibition, % at 2.6 µM; actives 0.91% (n = 650,000); AID 1259374; in the data active means inhibition above about 50%;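 further: 0% = vehicle wells with protein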
FBW7 act: human FBW7 E3 ligase activation, primary screen | AlphaScreen FBW7–phospho-cyclin E peptide binding, activator screen | normalized activity (activation), % at 26.1 µM | actives 0.13% (n = 650,000) | AID 1259310; in the data active means normalized activity above about 1.9%;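 further: purified mutant Fbw7 with reduced substrate affinity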
Target sequence (Q969H0 whole entry, looked up): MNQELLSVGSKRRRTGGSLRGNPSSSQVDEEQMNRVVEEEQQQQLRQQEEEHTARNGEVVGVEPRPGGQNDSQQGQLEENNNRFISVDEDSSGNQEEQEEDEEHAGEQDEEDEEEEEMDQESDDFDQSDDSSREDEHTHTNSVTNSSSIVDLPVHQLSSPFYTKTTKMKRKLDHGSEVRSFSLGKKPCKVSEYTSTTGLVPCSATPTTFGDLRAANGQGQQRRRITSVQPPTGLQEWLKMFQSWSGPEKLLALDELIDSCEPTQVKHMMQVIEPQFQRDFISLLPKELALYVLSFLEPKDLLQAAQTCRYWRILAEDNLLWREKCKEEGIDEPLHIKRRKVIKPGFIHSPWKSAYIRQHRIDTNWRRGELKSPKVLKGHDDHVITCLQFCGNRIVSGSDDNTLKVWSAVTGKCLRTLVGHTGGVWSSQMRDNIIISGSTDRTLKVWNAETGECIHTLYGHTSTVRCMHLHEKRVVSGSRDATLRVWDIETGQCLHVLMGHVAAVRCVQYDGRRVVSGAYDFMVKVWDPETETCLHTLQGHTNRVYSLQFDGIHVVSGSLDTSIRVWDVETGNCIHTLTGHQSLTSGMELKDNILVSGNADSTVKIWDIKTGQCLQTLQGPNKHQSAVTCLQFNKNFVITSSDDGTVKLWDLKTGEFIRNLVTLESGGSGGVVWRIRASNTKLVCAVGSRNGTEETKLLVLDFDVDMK
* marks the source's active call; other numbers are inactive results; nt = no result given; & = joins results of further samples.

SMILES | TEAD-YAP block | GPR151 ag | MITF primary | FBW7 act
COc1ccc(Br)cc1C=Nc1ccc2[nH]c(=O)[nH]c2c1 | 9 | -2.0 | 13 | 0.1
CCc1ncn(-c2ccc(Nc3nccc(-c4cccc(N5CCOCC5)c4)n3)cc2)n1 | 46* | 0.5 | 10 | 0.2
COc1cccc(C2CC(c3cccs3)=NN2C(C)=O)c1O (stereo not given) | 12 | 3.2 | -4 | -0.3
N/C(=N\OC(=O)COc1ccc(Br)cc1Cl)c1ccncc1 | -66 | -0.3 | 5 | 0.1
Cc1cccc(C)c1NC(=O)C1(N(C(=O)c2ccc(-n3cnnn3)cc2)c2ccccc2)CCCC1 | -2 | -0.3 | 1 | -0.1
CCOc1ccc(NC(=O)/C(C#N)=C\c2c(C)n(C)c3ccccc23)cc1 | 5 | 0.0 | -11 | -0.3
N#Cc1ccccc1/C=C/C(=O)N1CCOCC1 | 1 | 0.2 | -5 | 0.0
Cc1sc2ccccc2[n+]1CC(O)CS(=O)(=O)O (stereo not given) | -3 | -0.8 | -13 | 0.0
CCCCNC(CC(=O)Nc1ccc(OC)cc1)C(=O)O (stereo not given) | 10 | 0.1 | 17 | 0.4
COc1ccccc1/C=C1/N=C(c2cccc3ccccc23)OC1=O | 11 | 0.4 | 8 | -0.1
CCOc1ccc(S(=O)(=O)Nc2nc3c(C)cccc3s2)cc1 | -10 | -1.9 | 18 | 0.4
CCC(C)(C)C1CCc2nc3ccccc3c(C(=O)OCC(N)=O)c2C1 (stereo not given) | -4 | -1.9 | -13 | -0.3
CCn1c(SCC(=O)Nc2nc(C)c(C)s2)nc2cccnc21 | 2 | 1.0 | 8 | 0.2
Cc1n[nH]c(C)c1NC(=O)c1cc2c(C)nn(-c3ccc(Cl)cc3)c2s1 | 4 | 0.6 | 5 | 0.3
CN(C)CCN1C(=O)C(=O)/C(=C(\O)c2ccccc2)C1c1ccccc1Cl (stereo not given) | -3 | -0.8 | -12 | 0.8
COc1ccc(C(N)c2nc3ccc(-c4cn[nH]c4C)cc3c(=O)[nH]2)cc1 (stereo not given) | 24 | 1.0 | 5 | -0.1
Cc1cccn2c(=O)c(C=O)c(N3CCCC3)nc12 | 16 | 0.9 | -8 | 0.0
Cc1nc2cc(NC(=O)Nc3ccc(I)cc3)ccc2n1C | -58 | 0.2 | -11 | 0.2
CCN(CC)CCNc1nc2c(c(=O)n(C)c(=O)n2C)n1Cc1ccc(Cl)cc1 | -7 | 1.3 | -7 | 0.0
O=C(O)CSc1nc2ccccc2s1 | -2 | -2.5 | -1 | 0.2
COCCC(=O)Nc1ccc2c(c1)CN(C(=O)CSC)CC2 | -3 | -0.5 | 0 | -0.1
CCN(CC)c1ccc2cc(C(=O)NC(C)=O)c(=Nc3ccccc3C)oc2c1 | -15 | 0.0 | 6 | 0.6
CCOC(=O)C1CCCN(Cc2cc(OC)ccc2OC)C1 (stereo not given) | 1 | -1.9 | 49 | 0.0
NS(=O)(=O)c1ccc(NC(=O)c2ccc(-c3ccc([N+](=O)[O-])cc3)o2)cc1 | 8 | -0.1 | 18 | -0.2
O=C(COc1ccc(F)c(Cl)c1)NC(=O)NC1CCCC1 | -4 | 0.5 | 5 | 0.0
OC(CSc1nc2ccccc2s1)Cn1c2ccc(Br)cc2c2cc(Br)ccc21 (stereo not given) | -4 | -0.5 | 7 | -0.1
COc1ccccc1C(=O)Nc1cccc(N2CCC(NC(C)c3nccs3)CC2)c1 (stereo not given) | 4 | 1.0 | 15 | 0.5
Cn1c(=O)c2c(nc(Cl)n2Cc2ccc(Cl)cc2)n(C)c1=O | -7 | 10* | 7 | -0.2
COCCCNC(=O)CC1C(=O)NCCN1CC1CCCCC1 (stereo not given) | -5 | -0.5 | -7 | 0.0
Cc1ccc(S(=O)(=O)NC(=O)Nc2nccs2)cc1 | -11 | 1.6 | 9 | -0.1
COc1ccc2sc(Nc3nnc(-c4cccs4)o3)nc2c1 | -4 | 1.9 | 1 | -0.6
COc1cc2c(cc1OC)C(COc1ccc(F)cc1)N(C(=O)COc1ccccc1)CC2 (stereo not given) | -4 | -1.1 | -15 | -0.2
COc1cc(-c2nc3ccc(C(=O)O)cc3nc2-c2cc(OC)c(OC)c(OC)c2)cc(OC)c1OC | 28 | -0.8 | 1 | -0.2
O=C(CSc1ncnc2sc3c(c12)CCC3)NCc1ccc2c(c1)OCO2 | 2 | 0.6 | 15 | 0.1
Cn1c(Nc2nc(NCCN3CCOCC3)c3[nH]cnc3n2)nc2ccccc21 | 5 | -1.4 | 22 | 0.0
CCCNC(=O)Cn1cnc2sc(C(=O)N(C)CCc3ccccn3)c(C)c2c1=O | 0 | 0.6 | 0 | 0.1
CCn1cc(CNC(=O)c2cccc(OC3CCN(CC(C)(C)C)CC3)c2)cn1 | -2 | -0.5 | -1 | 0.0
O=C(COc1ccccc1)Nc1nnc(SCC(=O)NC2CCCC2)s1 | -1 | -0.3 | 12 | 0.3
COc1cccc(C(NC(=O)C2CCN(C(=O)c3cc(C)on3)CC2)c2ccccn2)c1 (stereo not given) | 2 | 0.6 | 14 | 0.2
CCOc1ccc(N2C(=O)C(OC)=C(C(=O)c3ccccc3)C2(Nc2cccc(C(F)(F)F)c2)C(=O)OC)cc1 (stereo not given) | -5 | -0.6 | 7 | -0.1
Cc1ccc(NC(=O)C2CCN(S(=O)(=O)c3cccc4cccnc34)CC2)cc1C | 18 | 2.1 | -6 | 0.1
Cc1ccc(C(C(=O)NC(C)(C)C)N(C(=O)c2csnn2)c2ccccc2C)o1 (stereo not given) | 4 | 1.4 | -1 | 0.1
O=C(NCc1cccc(C(F)(F)F)c1)c1cccc(Nc2ccc(N3CCOCC3)cc2)n1 | 62* | 3.9 | 16 | 0.2
Cc1cc(C)cc(NC(=S)NCCO)c1 | 4 | 0.3 | -8 | 0.1
N#CCn1cnc2sc(-c3ccccc3)cc2c1=O | -34 | 1.1 | 5 | -0.2
COc1ccccc1C(c1nnnn1CS(=O)(=O)c1ccc(C)cc1)N1CCCC1 (stereo not given) | 0 | 0.2 | 0 | -0.3
CCOc1ccc(NC2=C(Cl)C(=O)N(c3cccc(C)c3)C2=O)cc1 | 0 | -0.9 | 20 | 0.0
COc1ccc(NC(C)=O)cc1NC(=O)c1cnc2c(c(C)nn2-c2ccccc2)c1Cl | 7 | 1.5 | 1 | 0.4
O=C(C1CCCCC1)N1CC(=O)N2CCc3ccccc3C2C1 (stereo not given) | 0&8 | 1.4&0.2&-1.0&-0.5&-0.3 | 0&8&14&4 | 0.1&-0.2&-0.1&-0.1
Nc1cc(S(=O)(=O)N2CCCC2)ccc1O | 4 | 0.6 | 1 | -0.1
CC(=O)Nc1ccnn1C1CCN(CCC(C)c2ccc(C)o2)CC1 (stereo not given) | 14 | -0.2 | 1 | 0.0
CCCN(CCC)S(=O)(=O)c1ccc(C(=O)N2CCN(c3nc4ccccc4s3)CC2)cc1 | 9 | -0.4 | -5 | 0.3
CCOc1ccc(/C=N/NC(=O)CNc2ccc(Cl)cc2C)cc1 | 8 | 0.2 | 12 | 0.0
Cc1ccc2[nH]c(=O)c(CN(CCN(C)C)C(=O)Nc3ccccc3)cc2c1 | -3 | -0.7 | 7 | -0.1
O=C(Nn1c(-c2ccc(Cl)cc2)nc2ccccc2c1=O)c1ccccc1F | 3 | 1.4 | 1 | -0.2
Cc1ccc(F)cc1N1C(=O)CSC1c1cccc(F)c1 (stereo not given) | 5 | 1.0 | 1 | -0.1
COc1ccc(Cn2ccn(Cc3ccccc3Cl)c(=O)c2=O)cc1 | 3 | 1.8 | -2 | -0.1
CS(=O)(=O)N(CC(=O)NCc1ccc2c(c1)OCO2)c1ccc(F)cc1 | -5 | 2.3 | 0 | 0.0
COc1cccc(OCC(O)CN2CCN(Cc3ccccc3)CC2)c1 (stereo not given) | -2 | 0.4 | -6 | -0.2
COc1cc(CNn2cn[nH]c2=S)cc(Cl)c1OCc1ccc(F)cc1 | 10 | 0.8 | 8 | 0.2

The results go on.
SMILES | TEAD-YAP block | GPR151 ag | MITF primary | FBW7 act
Cc1cc2c(cc3c(=O)n(CC(=O)C(C)(C)C)nc(C)n32)s1 | -5 | 0.0 | 3 | 0.1
COc1ccc(-c2cc(N)ccc2OC)cc1 | 1 | -1.1 | -2 | 0.4
COc1ccc(NC(=O)Cc2ccc(Br)cc2)c(OC)c1 | 3 | 0.0 | 4 | 0.1
CC(C)Cn1cc(C(=O)N2CCCCCC2)c2c3ccccc3n(C)c2c1=O | -2 | 0.0 | 8 | 0.0
CCCn1c(=O)c2[nH]c(-c3ccc(OCC(=O)Nc4ccc(C(C)=O)cc4)cc3)nc2n(CCC)c1=O | nt | -1.3 | 0 | 0.1
CCOC(=O)CSc1nc(-c2ccccc2)cc(-c2ccccc2)c1C#N | -19 | -1.0 | -1 | 0.2
N=c1ccc(I)cn1CC(=O)c1cccc([N+](=O)[O-])c1 | -73 | -0.8 | 11 | 0.1
Cc1nc(C)c(C(=O)N2CCCC(CCC(=O)N3CCN(c4ccccn4)CC3)C2)s1 (stereo not given) | 0 | 0.3 | -1 | 0.1
O=C(OCc1cccc([N+](=O)[O-])c1)c1ccc2ccccc2c1O | -5 | 2.7 | -9 | -0.5
COC(=O)C1CCCCN1C(=O)CC1(c2ccc(OC)cc2)CC(=O)N(C2CC2)C1=O (stereo not given) | 9 | -1.4 | 10 | 0.1
O=C(CCCN1CCNCC1)c1ccc(F)cc1 | -2 | -0.7 | 7 | -0.1
CCC1CCCCN1CCN1C(=O)C2C(C(=O)Nc3ccc(Cl)cc3)C3C=CC2(O3)C1C(=O)NC1CCCCC1 (stereo not given) | -1 | -0.1 | -6 | -0.2
Cc1cccc(N2CCN(C(=O)c3ccc(S(=O)(=O)c4ccccc4Cl)c([N+](=O)[O-])c3)C(C)C2)c1 (stereo not given) | -7 | -1.5 | 9 | -0.1
CC(C)C(=O)Nc1ccc2oc3ccc(NC(=O)C(C)C)cc3c(=O)c2c1 | -11 | 1.0 | -4 | -0.1
COC(=O)CCC(=O)NNC(=O)CCC(=O)Nc1ccc(C)cc1C | 2 | 0.9 | -2 | 0.2
O=C1NCCCC2c3cc(O)ccc3OC12N1CCCCC1 (stereo not given) | 2 | 0.8 | 8 | -0.5
O=C(NCCCS(=O)(=O)N1CCN(c2ccccn2)CC1)C1CC1 | -4 | 1.2 | -6 | 0.2
C=CCN1C(=O)/C(=C/c2cccc([N+](=O)[O-])c2O)SC1=S | 0 | 0.1 | 20 | 0.5
CCOC(=O)Nc1ccccc1NC(=O)OCC | 0 | 0.8 | 3 | -0.1
Cc1cc(C)nc(NC2=NCC(=O)N2c2ccc(C)c(Cl)c2)n1 | -5 | 2.2 | -4 | -0.2
O=C(O)c1ccc(C(=O)O)c(-c2ccccc2)c1 | 3 | 0.3 | 8 | 0.0
COc1cc(C2C(C(=O)OCC3CCCO3)=C(C)NC3=C2C(=O)CC(C)(C)C3)cc(Br)c1O (stereo not given) | 9 | -1.1 | 3 | 0.6
Cc1ccc(CNC(=O)CNC(=S)N(Cc2ccc(C)cc2)Cc2ccco2)cc1 | -4 | -0.7 | -4 | -0.2
CC(=O)Nc1nonc1-c1nc2ccccc2n1CC1CC1 | 0 | 1.7 | -1 | 0.2
CCC(=O)N1N=C(c2ccc(C3=NN(C(=O)CC)C(c4cccc(OC)c4OC)C3)cc2)CC1c1cccc(OC)c1OC (stereo not given) | 1 | -0.5 | -9 | 0.3
CC(C)C(OC(=O)c1ccc2c(c1)C(=O)N(CCc1ccccc1)C2=O)C(=O)NC(N)=O (stereo not given) | 0 | -1.8 | -10 | -0.2
CN(C)CCCN(C(=O)c1ccc(S(=O)(=O)N2CCOCC2)cc1)c1nc2ccccc2s1 | -17 | -1.0 | -20 | 0.1
CC(NC(=O)c1ccco1)c1ccc(Br)cc1 (stereo not given) | 9 | -1.3 | 10 | 0.1
CC1CCN(c2nc(-c3ccco3)cc(C(F)(F)F)n2)CC1 | -9 | -1.1 | -4 | -0.1
O=[N+]([O-])c1ccc(N2CCN(C3CC4CCC3C4)CC2)cc1 (stereo not given) | -12 | -0.7 | 12 | 0.1
O=C1CCCCC1C1(NC(=S)N2CCOCC2)CCCCC1 (stereo not given) | 0 | 0.8 | 14 | -0.1
